Screens (PubChem)
PriA SSB inh – K. pneumoniae PriA-SSBct interaction inhibition; 430,000 tested, 0.6% active; inhibition, % at 33 µM; AID 1272365; AlphaScreen SSBct-PriA binding, biotinylated peptide; in the data active = inhibition mostly above about 37%, no sharp cut-off; inactive = mostly below about 20%;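 also: plate controls were negative control peptide for no effect and reference peptide for full effect; strong numbers were not always called active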
Starred values were filed as active, the others as inactive; + = active, no number; & = joins results of further samples. A portion of the library, so the mix of outcomes need not match the whole.

canonical_smiles | PriA SSB inh
O=C(Cn1cnc2ccccc21)N1CCN(c2ccc(-c3cccs3)nn2)CC1 | -3
O=C1NC2(CCCCC2)NC2=C1CCC2 | -7
CON=Cc1ccc(N2CCN(C(=O)c3ccc(F)cc3)CC2)c([N+](=O)[O-])c1 | -10
Cc1cc(C)n2nc(C(=O)N3CCC(Oc4ccc(N(C)C)nn4)C3)nc2n1 (stereo not drawn) | -8
CCS(=O)(=O)c1ccc(-c2ccc(NS(=O)(=O)c3cccc(Cl)c3Cl)cc2)nn1 | 0
Cc1ccc(/C=C/S(=O)(=O)NCCn2nc(-c3ccco3)n(C3CC3)c2=O)cc1 | -20
Cc1cn2c3c(=O)n(Cc4cccc(Cl)c4)c(=O)n(C)c3nc2n1-c1ccc(S(N)(=O)=O)cc1 | 11
CCOc1cccc2cc(C(=O)NCCNC(=O)c3ccc(NC(C)=O)cc3)c(=O)oc12 | -13
COc1cc(C=NNc2ccccc2C(F)(F)F)ccc1O | 5
Cc1ccc(C)c(Cn2cccc(S(=O)(=O)N3CCN(c4ccccc4)CC3)c2=O)c1 | -16
O=C(NC(NC(=S)Nc1ccc(I)cc1)C(Cl)(Cl)Cl)c1ccc(Br)o1 (stereo not drawn) | 18
COc1cc(CN2CCN(C[C@H](O)C3CC3)CC2)cc(OC)c1 | -6
CCOc1ccc(-c2ccc(=O)n(CCCC(=O)Nc3ccc(C)c(F)c3)n2)cc1 | -14
Cc1cc(C)nc(NC(=O)c2ccc(N3C(=O)CCC3=O)cc2)n1 | -11
O=C(NCCCc1cnoc1)c1cncc(Br)c1 | -8
O=C(NCCN1Cc2cc(Cl)ccc2OCC1=O)c1ccno1 | 2
O=C(NN=Cc1ccc[nH]1)c1ccncc1 | -11
O=C(c1ccc(Cn2ccnc2)cc1)N1CCC(S(=O)(=O)c2ccc(F)cc2)CC1 | -8
CC(=O)Nc1ccccc1OCc1nnc(-c2ccccc2)o1 | -1
O=C(CCCSc1ccc(NC(=O)c2ccco2)nn1)Nc1ccccc1F | -5
Cc1ccc2oc(C(=O)NCc3ccc(S(N)(=O)=O)cc3)c(C)c2c1 | 0
O=C(NC[C@H](O)c1csc2ccccc12)C(=O)Nc1ccc(OC(F)(F)F)cc1 | -14
Cc1cc(NC(=O)c2cccc(Oc3ccccc3)c2)on1 | -5
CC(C)CS(=O)(=O)C1CN(S(=O)(=O)N(C)C)C1 | -2
Cc1c(NC(=S)NCCCn2ccnc2)c(=O)n(-c2ccccc2)n1C | -4
COc1ccc(Cn2cnc3c4cc(F)ccc4n(CC(=O)Nc4ccc(F)cc4)c3c2=O)cc1 | -18
O=C(NCCc1c[nH]c2ccccc12)c1cc2cccnc2n(Cc2ccccc2F)c1=O | -8
O=C(/C=C/c1ccc2c(c1)OCO2)NCCSc1ncc(-c2ccc(Cl)cc2)[nH]1 | 38*
COc1ccc(S(=O)(=O)N2CCC(C(=O)Nc3cc(C)ccc3C)CC2)cc1 | -16&-6
O=C(CSc1nnnn1-c1ccccc1)Nc1ccc(-c2nc3ccccc3s2)cc1 | 8
CNC(=O)CS(=O)(=O)C1CCN(C(=O)c2ccc3noc(-c4ccccc4)c3c2)CC1 | 9
O=C(c1ncc(-c2ccc(F)cc2)o1)N1CCc2ccccc2C1 | 8
Cc1nn(C)c(C)c1S(=O)(=O)Nc1ccc2c(c1)C(=O)N1CCCCC1CCO2 (stereo not drawn) | 0
C=C1CSc2nnc3c4ccccc4nc-3n21 | -6
CON=C/C(C#N)=C/c1cc(C(=O)c2ccc(F)cc2)cn1C | -16
COC(=O)C1C(C)=Nc2nc(SCc3ccccc3F)[nH]c(=O)c2[C@H]1c1ccc(Cl)cc1 (stereo partly drawn) | -8
Cc1csc(NC(=O)CSc2ccc(-c3ccco3)nn2)n1 | -1
O=S(=O)(c1ccc(Br)s1)N1CCc2cnc(N3CCOCC3)nc2C1 | -8
CC(=NNC(=O)CN1CCCCC1)c1ccccc1O | -14
CN(C)CCCN(C(=O)CCc1ccccc1)c1nc2cc3c(cc2s1)OCO3 | 21
Cc1cc(NC(=O)CSc2nnc(NC(=O)CCc3ccccc3)s2)no1 | -5
O=C(O)CC1SC(=NN=C/C=C/c2ccccc2)NC1=O (stereo not drawn) | 5
CCC1SC(=NN=Cc2cccs2)NC1=O (stereo not drawn) | -4
O=C(Nc1nc2c(F)cc(F)cc2s1)c1ccc(Cl)s1 | -9
Cn1cc(C(=O)Nc2nc3c(s2)C(=O)NCCC3)nn1 | 7
O=C(NCc1cc(-c2ccccc2)on1)C1c2ccccc2Oc2ccccc21 | -7
O=C1CCCC2=C1C(c1ccccc1[N+](=O)[O-])c1c([nH]c(=O)[nH]c1=O)N2 (stereo not drawn) | 26
COc1cccc(Cn2c(=O)n(CCCCC(=O)NCc3ccco3)c(=O)c3ccccc32)c1 | 2
CS(=O)(=O)NC[C@@H](c1cccnc1)N1CCN(c2ccccc2F)CC1 | -6
Cc1ccc(S(=O)(=O)N(Cc2ccc(Br)cc2)C(=O)N2CCN(C)CC2)cc1 | -4
Cc1cc(C(=O)N(Cc2cccnc2)c2nc3c(C)ccc(Cl)c3s2)on1 | -1
O=C(c1c(F)cccc1Cl)N1CCC(Cn2c(C(F)(F)F)nc3ccccc32)CC1 | -23
NC(Cc1ccc(Cl)cc1)=NOC(=O)Cc1ccc([N+](=O)[O-])cc1 | 9
O=C(CSc1ccc(-c2cccc([N+](=O)[O-])c2)nn1)c1ccc(F)cc1 | -9
CCOC(C)=Nn1c2nc3ccccc3nc2c2c(=O)n(CC(C)C)c(C)nc21 | -9
Cc1ccc(N(CC(=O)NN=Cc2cccnc2)S(=O)(=O)c2ccccc2)cc1 | -4

Taken from above:
O=C(CSc1ccc(-c2cccc([N+](=O)[O-])c2)nn1)c1ccc(F)cc1 @ PriA SSB inh = -9
CS(=O)(=O)NC[C@@H](c1cccnc1)N1CCN(c2ccccc2F)CC1 @ PriA SSB inh = -6

New compounds follow:
canonical_smiles | PriA SSB inh
CCOC(=O)C(=CNc1ccc(F)cc1)[N+](=O)[O-] | 3
COc1ccc(CNC(=S)NN=Cc2ccc(O)c(OC)c2)cc1 | 1
COc1ccc2nc(-c3ccc(C)c(NC(=O)c4ccc5ccccc5c4)c3)cn2n1 | -10
CCOC(=O)CCC(=O)N1CCCC(c2nnc(Cc3ccccc3)s2)C1 (stereo not drawn) | -1
Cc1nc2ccccc2c(=O)n1-c1ccc(Cl)c(NC(=O)c2cccs2)c1 | 7&7
CCOc1ccc(S(=O)(=O)N[C@H]2CCN(c3ccccn3)C2)cc1 | 1
CCOc1ccc(S(=O)(=O)Nc2cc(Cl)ccc2O)c2ccccc12 | 12
C=C1Cn2c(nnc2-c2ccc(Br)cc2)S1 | 97*
COCCC(CCOC)S(=O)(=O)c1ccc(C(=O)Nc2nc3ccc(S(C)(=O)=O)cc3s2)cc1 | 18&-11
Cc1oc(-c2ccccc2)nc1Cn1c(=O)n(Cc2ccc(F)cc2)c(=O)c2sccc21 | -2
CCN(Cc1ccccc1)c1ccc(C=NN=C(N)N)cc1 | 33
C=CCNC(=S)c1c(-c2ccccc2)c2c3n(c(-c4ccc(Br)cc4)nn13)CCCC2 | 16
CCN(CC)CCN(C(=O)C1COc2ccccc2O1)c1nc2c(OC)ccc(C)c2s1 (stereo not drawn) | -7
CC(CC(=O)Nc1ccc(N(C)C)cc1)=NNC(=O)c1ccccc1F | 22
O=C(CCCN1C(=O)c2ccccc2C1=O)NCc1ccccc1 | -1
O=C(NC(=O)c1ccccc1)NC1(C(Cl)(Cl)Cl)OCCO1 | 10
COc1cc2c(cc1OC)C(COc1ccc([N+](=O)[O-])cc1)N(C(=O)/C=C/c1ccco1)CC2 (stereo not drawn) | 23
O=C(Nc1ccc(SCc2ccccn2)nn1)C1CC1 | 11
Cc1cccc(Nc2nc(Nc3ccc(C)c(C)c3)nc(N3CCCC3)n2)c1 | -8
CCCCOc1ccc(C(=O)N2CCN=C2SCc2cccnc2)cc1 | -8
CCOC(=O)C(C(C)=O)C1([C@H](C#N)C(N)=O)CCCCC1 (stereo partly drawn) | -10
O=S(=O)(NCCn1nc(-c2ccsc2)cc1C1CC1)c1cccnc1 | 3
CCOC(=O)c1c(N=CN(C)C)sc(C=NNc2ccccc2)c1-c1ccccc1Cl | -5
COc1cc(/C=C\C(=O)NCc2cc(-c3cccs3)on2)cc(OC)c1OC | 4
O=C(Cn1cnc2ccccc21)NCc1ccnc(-c2cccs2)c1 | -15
Cc1nc(-n2cccc2)sc1C(=O)NCc1cnn2c1CCCC2 | 4
O=C(c1ccc(OC(F)(F)F)cc1)N(Cc1ccco1)C1CCOCC1 | -12
CCOC(=O)Nc1nc(CC(=O)Nc2ccccc2SC)cs1 | -6&4
O=C(/C=C/c1ccccc1)N1CCN(c2ccc(N3CCOCC3)nn2)CC1 | -4
CCc1ccc(-n2c(O)c(C(C)=O)c(=O)[nH]c2=O)cc1 | -3
Cc1cccc(C(=O)Nc2c3c(nn2C(C)(C)C)CSC3)c1 | 0
COc1ccc(CC(=O)Nc2ccc3c(c2)N(C(=O)C(C)C)CCC3)cc1OC | -13
CC(=O)c1cccc(NC(=O)Cn2cccc(-c3nc(-c4ccc(C)cc4)no3)c2=O)c1 | -9
COc1ccc2nc(-c3ccc(F)c(NC(=O)c4c(F)cccc4F)c3)cn2n1 | -10
c1ccc2nc(-c3nc4ccccc4s3)ccc2c1 | -18
Cc1ccc(S(=O)(=O)N2CCCC(C(=O)Nc3cc(C)nn3C(C)C)C2)cc1 (stereo not drawn) | -3
O=C(/C=C/c1ccco1)NCCCS(=O)(=O)N1CCN(c2ccccc2)CC1 | -7
Cc1ccc(NC(=O)CSc2nccn3nc(-c4ccc(Cl)cc4)cc23)c(Br)c1 | -3
CCN1C(=O)Cc2cc(NC(=O)c3cccc(F)c3)ccc21 | -15
O=C(c1cccc(Br)c1)N(Cc1ccoc1)Cc1cccs1 | -13
COc1cc(C(C)=NNC(=O)CSc2nc3ccccc3[nH]2)ccc1O | 1
CCc1ccccc1NC(=O)CSc1nccn2nc(-c3cccc4ccccc34)cc12 | -13
COc1cc(OC)cc(C(=O)NCC(c2ccco2)N(C)C)c1 (stereo not drawn) | 2
O=C(O)CN1C(=O)/C(=C/C(Cl)=C/c2ccccc2)SC1=S | 19
COc1ccc(CCNC(=O)C2CCCN(c3ccc(-c4ccco4)nn3)C2)cc1OC (stereo not drawn) | -9
O=S(=O)(NCC1CCN(Cc2ccsc2)CC1)c1cccs1 | 2
O=c1c2nnn(-c3ccc(F)cc3)c2ncn1Cc1c(F)cccc1Cl | -13
Cc1nc(-c2ccccc2NC(=O)Cc2ccsc2)cs1 | 2
Oc1c(Br)cc(Br)cc1C=NNC(=S)N[C@H]1CC2C=CC1C2 (stereo partly drawn) | -5
O=C(NCC1CCN(c2nc3ccccc3o2)CC1)C(=O)Nc1ccc(N2CCCS2(=O)=O)cc1 | 0
COC(=O)c1ccc(NC(=O)Cn2cc(OCc3ccccc3C)c(=O)cc2CO)cc1 | -24
COc1ccccc1-c1nnc(NC(=O)C2CCCN2S(=O)(=O)c2ccc(F)cc2)o1 (stereo not drawn) | 3
COc1ccc(OC)c(NC(=O)Cn2c(=O)n(Cc3ccc(C(=O)NCc4ccco4)cc3)c(=O)c3ccccc32)c1 | -10
CCOc1ccccc1NC(=O)C(=O)NCC(c1ccc2c(c1)CCCN2C)N1CCCC1 (stereo not drawn) | 58
Cc1ccc(S(=O)(=O)N(C)c2ccc(C(=O)N(C)C)cc2)cc1 | -7
CCOC(=O)c1cccc(NC(=O)CCCn2nnc3ccccc3c2=O)c1 | -9

Reprinted at random: 2 records from the list
canonical_smiles | PriA SSB inh
COc1ccccc1-c1nnc(NC(=O)C2CCCN2S(=O)(=O)c2ccc(F)cc2)o1 (stereo not drawn) | 3
Cc1ccc(S(=O)(=O)N(C)c2ccc(C(=O)N(C)C)cc2)cc1 | -7

(continued)
canonical_smiles | PriA SSB inh
O=C(NN=Cc1ccc(F)c(F)c1)c1cccc(S(=O)(=O)N2CCCCC2)c1 | -9
CSc1nnc(-c2cccc(S(=O)(=O)N3CCOCC3)c2)o1 | -19
CO/N=C/c1ccc(N2CCN(C)CC2)c([N+](=O)[O-])c1 | +
Cc1nnc2ccc(-c3cccc(NC(=O)c4cc(Br)ccc4Cl)c3)nn12 | 12
COc1cc2[nH]c(=O)n(CCCCC(=O)N3CCN(c4cc(C)ccc4C)CC3)c(=O)c2cc1OC | -3
COCCN(Cc1ccsc1)C(=O)Cc1c(F)cccc1Cl | -10
CC(=O)Nc1ccc(NC(=O)CSc2nc(-c3ccccc3Cl)nc3c2c(=O)n(C)c(=O)n3C)cc1 | 1
Cc1ccc(C)c(NC(=S)NCc2ccco2)c1 | 7
COc1ccccc1OCC#CCNC(=O)NCc1ccccc1 | -23
CSCCC(C)(O)CNC(=O)C1(c2ccc(Cl)cc2)CCCC1 (stereo not drawn) | 8
CC(=O)Nc1ccc2nc(NC(=O)c3ccc(-c4nc5ccccc5s4)s3)sc2c1 | -15
O=C(Cn1cnc2c(sc3cccc(F)c32)c1=O)Nc1ccc(Cl)cc1 | -3
O=C(Cc1nc2ccccc2[nH]1)NN=Cc1ccccc1 | -19
C[C@H](NC(=O)Cc1csc(Nc2ccc(S(C)(=O)=O)cc2)n1)c1ccccc1 | 2
O=C(NCC(O)c1ccsc1)c1cnc2ccccc2n1 (stereo not drawn) | -20
C(=NN1CCN(C2c3ccccc3-c3ccccc32)CC1)c1ccccn1 | -22

Gathered by group, those above with a cyano group.
canonical_smiles | PriA SSB inh
CON=C/C(C#N)=C/c1cc(C(=O)c2ccc(F)cc2)cn1C | -16
CCOC(=O)C(C(C)=O)C1([C@H](C#N)C(N)=O)CCCCC1 (stereo partly drawn) | -10

Structural class: the compounds so far containing a CF3 group (four)
canonical_smiles | PriA SSB inh
COc1cc(C=NNc2ccccc2C(F)(F)F)ccc1O | 5
O=C(NC[C@H](O)c1csc2ccccc12)C(=O)Nc1ccc(OC(F)(F)F)cc1 | -14
O=C(c1c(F)cccc1Cl)N1CCC(Cn2c(C(F)(F)F)nc3ccccc32)CC1 | -23
O=C(c1ccc(OC(F)(F)F)cc1)N(Cc1ccco1)C1CCOCC1 | -12
